FXIa inh = human FXIa protease inhibitors, primary screen, biochemical, 1536-well; purified FXIa, Boc-Glu-Ala-Arg-AMC fluorogenic substrate; inhibition, % at 5 µM; 220,000 compounds, 0.14% hits;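 active = inhibition of at least 40%; inactive = inhibition below 40%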;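 also: fluorescence of freed AMC excited at 355 nm; 0% = enzyme without compound and 100% = no enzyme blank; many of its hits are not listed in these tables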
Target sequence (P03951 19-387 limits assumed): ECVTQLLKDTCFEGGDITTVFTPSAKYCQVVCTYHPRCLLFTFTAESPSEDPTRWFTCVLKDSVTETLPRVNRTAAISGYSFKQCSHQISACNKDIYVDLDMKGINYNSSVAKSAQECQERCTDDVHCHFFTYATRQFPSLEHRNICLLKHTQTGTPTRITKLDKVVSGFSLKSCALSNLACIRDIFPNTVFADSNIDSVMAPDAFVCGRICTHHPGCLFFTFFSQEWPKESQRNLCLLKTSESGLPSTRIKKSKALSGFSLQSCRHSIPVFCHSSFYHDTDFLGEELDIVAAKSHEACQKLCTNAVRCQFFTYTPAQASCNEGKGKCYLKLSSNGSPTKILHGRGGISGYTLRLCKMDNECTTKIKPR
Target sequence (P03951 388-625 limits assumed): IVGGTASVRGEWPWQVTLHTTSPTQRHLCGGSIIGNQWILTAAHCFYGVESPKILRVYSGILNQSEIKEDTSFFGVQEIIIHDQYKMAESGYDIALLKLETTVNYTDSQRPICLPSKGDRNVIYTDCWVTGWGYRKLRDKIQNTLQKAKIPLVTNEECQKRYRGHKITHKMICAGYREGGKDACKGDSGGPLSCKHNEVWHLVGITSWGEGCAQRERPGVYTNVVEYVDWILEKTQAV
p97 inhibitor = inhibitors of human p97 ATPase, primary screen, biochemical; AID 1481, 2009; recombinant p97 ATPase, Kinase-Glo ATP luminescence, 3 h; Transitional endoplasmic reticulum ATPase (Homo sapiens), P55072; inhibition, % at 8 µM; 220,000 compounds, 0.42% hits; in the data active = inhibition above about 15%;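 also: 0% = DMSO vehicle and 100% = wells lacking enzyme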
Thrombin inh = human alpha-thrombin inhibitors, primary screen, counter-screen for coagulation protease inhibitor project, biochemical, 1536-well, fluorogenic AMC substrate; Prothrombin (Homo sapiens), P00734; Boc-VPR-AMC fluorogenic substrate cleavage; inhibition, % at 5 µM; 220,000 compounds, 0.26% hits;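 active = inhibition at or above 40%; inactive = inhibition below 40%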;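 also: 0% = enzyme with no compound and 100% = wells without enzyme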
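System – human alpha-thrombin · Medium – pH 7.5 Tris (50 mM) with NaCl 150 mM, Tween 20 0.05% · Compound – single-point dosing at 5 µM, 0.2% DMSO · Incubation – enzyme reaction carried out at room temperature · Technique – fluorescence of released AMC, ex 355 nm, em 460 nm · Read-out basis – % inhibition of thrombin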
KLK5 inh = human KLK5 protease inhibitors, primary screen, biochemical, 1536-well; 210,000 compounds, 0.59% hits; inhibition, % at 5 µM; recombinant hK5, fluorogenic AMC substrate cleavage; Kallikrein-5 (Homo sapiens), Q9Y337;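 active = inhibition of 40% or more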;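 also: 0% = enzyme controls without compound and 100% = no-enzyme blanks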
Target sequence (Q9Y337 67-293 limits assumed): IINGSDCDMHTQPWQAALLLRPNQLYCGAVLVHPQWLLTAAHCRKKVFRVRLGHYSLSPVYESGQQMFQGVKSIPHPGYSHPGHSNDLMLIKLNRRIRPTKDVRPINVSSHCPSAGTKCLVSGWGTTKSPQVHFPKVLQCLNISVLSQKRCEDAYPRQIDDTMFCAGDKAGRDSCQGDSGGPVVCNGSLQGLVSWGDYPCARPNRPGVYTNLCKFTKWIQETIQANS
Wee1 stabilizer = Wee1 degradation inhibitors, primary screen, cell-based, HeLa, Wee1K328M-luciferase, luminescence; Wee1-like protein kinase (Homo sapiens), P30291; HeLa Luc-Wee1K328M stability; 100% = proteasome inhibitor MG132 effect; reporter increase, % at 5 µM; 220,000 compounds, 1.2% hits; AID 1321, 2008;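 active = activation above the mean of all tested compounds plus 3 SD, set per screening run, cut at about 8.8% in these data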;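 also: cells exposed to compound for 20 h before luminescence read; 0% = DMSO alone and 100% = MG132 at 30 µM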
Cl transport mod = KCC2 cotransporter modulators, thallium flux, primary screen, cell-based, HEK293 KCC2, FluoZin-2 fluorescence, MLSMR. Solute carrier family 12 member 5 (Homo sapiens), Q9H2X9. KCC2 cells, thallium flux FluoZin-2 fluorescence. B-score of Tl+ flux slope (higher = more flux/activation; lower = inhibition) at 10 µM. 190,000 compounds, 2.2% hits. AID 1456, 2008;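 active = thallium flux slope and its plate-corrected score both differing from the plate sample mean at a set confidence after two filtering rounds, in either direction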;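 also: slope of fluorescence scaled to starting intensity during 10 to 20 s after thallium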
PERK inh = block of dimerizer-induced PERK translation repression, primary screen, PERK inhibitor project, CHO PERK-DD cells, SEAP luminescence, HTS; 220,000 compounds, 0.17% hits; inhibition, % at 5.6 µM; AID 1416, 2008; CHO PERK-DD fusion, SEAP luminescence translation reporter; Eukaryotic translation initiation factor 2-alpha kinase 3 (Homo sapiens), Q9NZJ5;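 active = inhibition above the mean inhibition of all tested compounds plus 3 SD, set separately per screening campaign, cut at about 2.9% in these data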;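 also: PERK kinase domain activated by AP20187 dimerizer at 100 nM; 0% = DMSO with dimerizer and 100% = rapamycin at 8.4 µM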
FXIIa inh 1536 = human FXIIa protease inhibitors, primary screen, biochemical, 1536-well | AID 800, 2007 | 220,000 compounds, 0.3% hits | purified FXIIa, Boc-QGR-AMC fluorogenic substrate, 2 h | inhibition, % at 5 µM | Coagulation factor XII (Homo sapiens), P00748; in the data active = inhibition above about 40%;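 also: 0% = enzyme with no compound and 100% = blank without enzyme; many of its hits are not listed in these tables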
Furin inh = human furin inhibitors, primary screen, biochemical, fluorescence intensity; inhibition, % at 30 µM; 220,000 compounds, 0.061% hits; purified furin, fluorogenic substrate cleavage; P09958; in the data active = inhibition above about 25%; also: inactives centre near -15
* = called active by the depositor; nt = not tested or not shown; [ ] = dose if it differs, or a comment.

The first three compounds (preview)
SMILES	FXIa inh	p97 inhibitor	Thrombin inh	KLK5 inh	Wee1 stabilizer	Cl transport mod	PERK inh	FXIIa inh 1536	Furin inh
Cc1ccc(S(=O)(=O)NC2(C(F)(F)F)C(=O)Nc3c2c(=O)[nH]c(=O)n3-c2ccccc2)cc1 (stereo not drawn)	-7.8	-3.2	-10.2	-2.3	-1.2	0.279	-0.3	0.2	9.3
COc1ccc(/C=N/NC(=O)c2cccc(NC(=O)c3ccccc3Cl)c2)cc1OC	-7.0	5.6	-2.8	-14.0	0.2	-2.21	1.1	-3.3	-12.6
CCCN(CC(=O)Nc1ccccc1C)C(=O)c1cc(=O)[nH]c2ccccc12	33.1	-2.9	31.8	45.5*	-0.4	-0.33	0.0	30.3	1.7

The whole of this part, repeating the preview:
SMILES	FXIa inh	p97 inhibitor	Thrombin inh	KLK5 inh	Wee1 stabilizer	Cl transport mod	PERK inh	FXIIa inh 1536	Furin inh
Cc1ccc(S(=O)(=O)NC2(C(F)(F)F)C(=O)Nc3c2c(=O)[nH]c(=O)n3-c2ccccc2)cc1 (stereo not drawn)	-7.8	-3.2	-10.2	-2.3	-1.2	0.279	-0.3	0.2	9.3
COc1ccc(/C=N/NC(=O)c2cccc(NC(=O)c3ccccc3Cl)c2)cc1OC	-7.0	5.6	-2.8	-14.0	0.2	-2.21	1.1	-3.3	-12.6
CCCN(CC(=O)Nc1ccccc1C)C(=O)c1cc(=O)[nH]c2ccccc12	33.1	-2.9	31.8	45.5*	-0.4	-0.33	0.0	30.3	1.7
CC(C)(C)OC(=O)NCCCCc1cn(CC(=O)N2CCN(C(=O)OC(C)(C)C)CC2)nn1	1.5	5.0	0.6	2.0	-1.8	-0.67	1.6	8.1	-16.6
CCOC(=O)c1c(C)n(C)c2ccc(OCC(O)CNC(CC)CO)cc12 (stereo not drawn)	4.8	-1.9	0.7	-8.2	-1.8	nt	-0.8	13.1	-14.4
CCOC(=O)N/C(N)=N/c1nc2ccccc2s1	2.6	1.2	-18.4	-7.4	3.6	-0.737	-0.7	-4.7	-30.6
O=[N+]([O-])c1cc(S(=O)(=O)N2CCCC2)ccc1SCCO	-4.2	0.1	-16.1	0.9	-3.9	-0.0809	0.5	12.0	-21.2
Cc1cc(N)n(-c2ccccn2)n1	0.8	-1.2	-4.5	-2.0	3.7	1.47	2.0	9.6	-16.2
C/C(=N\N1C(=O)c2ccccc2NC1c1ccco1)c1ccccc1O (stereo not drawn)	-1.2	1.8	-0.8	-4.8	0.2	-2.67	1.9	1.1	-12.4
COc1ccc(-c2oc3ccccc3c(=O)c2OCC(=O)O)cc1	-4.9	-1.6	-8.8	nt	2.4	-0.0998	0.9	3.5	-23.1
CCOC(=O)C(C)Sc1nnc2n1C(C)(C)Cc1ccccc1-2 (stereo not drawn)	0.9	-2.8	-0.5	7.0	-1.5	-1.96	-0.1	3.8	-11.2
S=C(NC1CCCC1)NC1CC1	9.4	4.9	-3.4	-10.6	6.7	0.547	1.0	13.6	-12.8
CCOc1ccc(N2C(=O)CC(NCc3ccc(F)cc3)C2=O)cc1 (stereo not drawn)	3.0	1.6	0.8	-2.0	-2.1	0.0419	0.4	18.8	-10.7[20 µM]
N#Cc1c(-c2ccccc2)nc2n(c1=O)CCS2	5.8	2.8	3.8	5.8	-0.1	-0.108	1.1	13.5	-10.1[20 µM]
CC(=O)NNC(=S)NC(=O)c1ccc(C)cc1	0.5	0.4	19.3	-5.5	2.7	2.07	0.7	12.4	-28.6
COc1ccc(-c2cc3ccccc3n2CC(O)Cn2nc(C)cc2C)cc1 (stereo not drawn)	3.7	-3.4	1.5	-2.3	4.6	-0.0499	-1.6	13.8	-10.5
Cn1c2ccccc2c2cnn(CC(=O)Nc3ccc(F)cc3F)c(=O)c21	-2.7	-2.0	-6.7	-1.6	1.8	-1.55	0.5	6.3	-18.4
O=C(OCCOc1ccccc1Cl)c1ccc(-n2cnnn2)cc1	7.0	-5.8	5.7	-11.9	-0.5	-1.59	0.5	12.0	-13.6
O=C(NCc1ccco1)C1CCN(C(=O)c2cc3sccc3n2Cc2ccc(Cl)cc2)CC1	-2.4	6.5	4.8	0.7	3.4	-1.24	-1.1	13.3	-19.8
O=C1C2C3CCC(C3)C2C(=O)N1Cc1ccco1 (stereo not drawn)	4.2	3.6	-6.2	-13.2	1.5	-0.172	1.0	3.1	-23.2
CCN(CC)CCNC(=O)Cn1nc(-c2ccc(C)cc2)ccc1=O	7.0	1.8	-2.6	1.6	3.3	nt	-1.1	2.0	-16.3
CC[n+]1c(-c2ccc(C)cc2)csc1Nc1c(C)n(C)n(-c2ccccc2)c1=O	-5.8	-7.2	-7.1	7.0	-0.1	-3.12	-0.6	3.2	-6.4
Cc1nnsc1C(=O)NNC(=O)c1cccc2ccccc12	0.0	5.0	-1.4	0.2	1.0	1.37	0.3	11.5	-20.6
CC(C)Oc1ccc(CNC(=S)N/N=C/c2cccnc2)cc1	11.7	-5.9	0.6	-20.7	9.2*	0.155	-0.5	11.9	-15.2[20 µM]
COc1ccc(Nc2nnc(SCc3cc(=O)n4ccsc4n3)s2)cc1	7.9	2.0	2.1	-15.7	2.0	-5.23*	0.5	17.6	-15.4[20 µM]
C[C@]12CCC(=O)C=C1CC[C@@H]1[C@@H]2[C@@H](O)C[C@@]2(C)[C@H]1CC[C@]2(O)C(=O)CO	4.9	1.6	nt	-8.9	2.6	-0.634	2.0	8.2	-20.0
CCN(CC(=O)Nc1ccccc1OC)CC(=O)Nc1sccc1C#N	-2.0	1.1	-4.7	-1.2	0.1	-0.743	-0.1	4.2	-21.3
O=C(Nc1ccccc1F)c1ccn[nH]1	-8.0	-3.0	-1.5	-8.3	-0.8	2.27	-0.6	6.4	-11.7
CCN(CCCNC(=O)c1c(C)cc(=O)oc1C)c1ccccc1	2.4	-3.4	0.6	-1.2	3.9	nt	-0.9	11.7	2.3
COc1ccc(CCN2CC(C(=O)Nc3cccc(C(C)=O)c3)CC2=O)cc1OC (stereo not drawn)	-1.2	2.6	-3.1	0.7	0.2	0.317	1.1	4.2	-22.0
O=C(CN1CCCc2ccccc21)N/N=C/c1ccc(F)cc1F	-0.5	3.0	-4.0	-1.6	-1.9	0.0357	1.1	5.0	-27.2
O=c1oc2ccccc2cc1-c1nc2c(s1)CCCC2	-7.1	-6.5	-27.2	-245.7	-1.1	nt	-0.1	-51.5	-23.3
CCCCOc1ccc(C(=O)Oc2ccc(C)nc2)cc1	-5.9	-7.1	-8.6	-9.7	-0.9	-0.397	-0.2	-0.7	-3.3[20 µM]
Cc1ccc2c(C)cc[n+](CCCS(=O)(=O)[O-])c2c1	-10.0	1.9	-6.8	-11.1	2.8	0.287	0.4	0.4	-23.3
CCCc1[nH]nc2c1C(c1cccc(OC(=O)c3ccco3)c1)C(C#N)=C(N)O2 (stereo not drawn)	1.1	-6.2	-5.7	-2.4	4.3	-0.0932	1.2	7.4	-9.6[20 µM]
Cc1sc(-c2ccncc2)nc1OC(=O)c1cc(Cl)cc(Cl)c1	3.4	3.8	4.0	-0.8	-1.9	-0.37	0.3	15.4	-29.6[20 µM]
O=C(c1cccs1)N1CCN(S(=O)(=O)N2CCOCC2)CC1	1.0	-0.9	-2.6	-15.2	0.9	-1.25	0.5	-2.2	-12.1[20 µM]
Cc1ccc(-c2nn(-c3cc(Cl)ccc3[N+](=O)[O-])c(=O)c3ccccc23)cc1	7.5	1.8	0.8	-11.3	0.3	0.891	-0.7	20.1	-22.3[20 µM]
Cc1ccc(C(C)C)c(OCC(=O)NN=C2CCCCCCC2)c1	-5.1	-1.1	1.9	19.2	2.3	-0.0361	0.4	3.4	-14.8
COc1ccc(NC(=O)c2nc3nc(C)cc(C(F)F)n3n2)cc1OC	-5.6	-4.0	-6.8	-11.6	3.8	-2.78	-0.2	7.2	-2.2
CCSc1nnc(NC(=O)Cn2cnc3ccccc3c2=O)s1	1.1	7.9	-2.6	-1.6	0.9	nt	-0.5	5.1	-17.3
Cc1ccc2cc(C=O)c(N(C)C)nc2c1	10.5	-0.6	-0.8	-5.9	3.7	-0.713	0.1	13.0	-23.7
CCN1C(=O)N(c2cccc3ccccc23)C(C)=CC1(C)C	-6.6	-11.3	-2.3	-17.6	-1.7	1.21	-0.3	8.2	-14.1[20 µM]
C=CCN1C(=O)C(CC(=O)O)SC1=Nc1cccc([N+](=O)[O-])c1 (stereo not drawn)	-5.9	1.2	-12.9	-4.5	-1.8	1.44	0.6	nt	-16.5
CC(C)CCn1c(N2CCc3ccccc3C2)nc2c1c(=O)[nH]c(=O)n2C	-4.9	-5.6	-12.8	-2.0	2.4	-0.875	-0.3	3.2	-5.9
CSc1nc(=S)c2[nH]c(=S)[nH]c2[nH]1	6.9	5.2	-2.3	-38.0	3.4	-0.173	1.9	7.2	-21.3
O=[N+]([O-])c1ccc(O)c(C=Nc2cccc3ncccc23)c1	-2.1	-0.6	-0.3	3.0	2.7	-1.41	0.8	6.8	-5.4
CCOC(=O)c1csc(NC(=O)c2ccc(S(=O)(=O)N3CCCC3)cc2)n1	3.1	5.1	2.9	-21.5	1.3	0.154	1.2	16.8	-26.1
C=CCNC(=S)N/N=C(\C)c1cccc(OC)c1	-39.9	2.2	-4.0	-14.4	-3.3	4.86*	0.6	12.2	-15.5
COc1ccc(CCNc2c([N+](=O)[O-])c(=O)oc3ccccc23)cc1OC	-2.5	-0.8	0.7	2.0	-0.3	0.166	0.2	6.4	1.3
O=C(O)c1c(-n2cccc2)sc2c1CCCC2	-2.3	2.9	-7.3	-2.9	1.1	0.311	0.7	12.6	-32.6
Nc1ccc(C(=O)OCC(=O)Nc2cc([N+](=O)[O-])ccc2F)cc1	7.3	7.2	-15.1	-6.0	-0.6	2.04	0.9	6.8	0.3
COc1cc(/C=C/c2noc(-c3ccccc3O)n2)ccc1OC(C)=O	-2.1	1.1	-2.0	-1.9	1.6	-5.5*	1.4	4.7	-3.3
O=S1(=O)CC(O)C(N=Nc2c(O)n(Cc3ccccc3)c3ccccc23)C1 (stereo not drawn)	7.4	1.3	-1.1	1.8	1.6	0.00335	-0.5	7.3	-9.1
c1ccc(CNc2nc(-c3cccnc3)cs2)cc1	13.7	-2.3	nt	1.4	4.8	-1.18	0.2	11.3	3.3
O=C(COc1ccccc1)OC(C(=O)c1ccccc1)c1ccccc1 (stereo not drawn)	5.3	7.2	-11.3	-6.5	-0.2	0.867	1.0	9.9	-14.2
Cc1cccc(OCC(=O)Nc2ccc(S(=O)(=O)Nc3ccccn3)cc2)c1	2.8	3.2	3.1	4.6	3.1	-3.07	0.3	10.7	-9.5
Fc1ccccc1COc1cccc(/C=N/n2cnnc2)c1	-3.0	-2.0	-4.2	1.7	1.5	nt	0.1	-2.0	4.7
O=C(c1ccco1)N1CCN(S(=O)(=O)c2ccc3[nH]c(=O)oc3c2)CC1	17.3	-1.6	3.5	2.6	-1.8	1.09	1.2	18.7	-14.0[20 µM]

Screening results as filed in PubChem BioAssay.
